Screens: PubChem BioAssay, several laboratories
Platelet DG rel: platelet dense granule release activity; human platelet-rich plasma, SFLLRN dense granule ATP release, luminescence; inhibition, %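 (compounds screened at 7.5 µM in platelet-rich plasma)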; 0.22% of 300,000 active; AID 1663;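 active = mean replicate score, as percent of positive control, at or above 50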
MrgX1 antagonist: antagonists of human MrgX1 receptor. Q96LB2. MRGX1-HEK293 calcium flux, Fluo-4, BAM8-22 antagonism; stronger effect = lower value. B-score at 10 µM. 1.3% of 310,000 active;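 active = calcium-response B-score plate-corrected more than 3 library SD below zero, starting fluorescence within 5 deviations, no agonist response on first addition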;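 note: peak minus trough fluorescence over baseline after final BAM8-22 challenge near maximal dose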
RGS4 act: RGS4 potentiation or activation | HEK293 M3R/inducible RGS4, carbachol calcium flux Fluo4; stronger effect = lower value | B-score at 10 µM | 0.92% of 310,000 active;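 active = B-score of the integrated calcium signal more than 4 SD below the library mean, with starting fluorescence not abnormally high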;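 note: negative B-score means reduced calcium response which marks RGS4 activation or potentiation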
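Reagent: ECmax carbachol challenge; Test system: M3R-expressing HEK293 line, RGS4 induced by doxycycline; Schedule: overnight RGS4 induction, 30 min dye load 37 °C, 20 min compound RT; Detection: calcium dye Fluo4 fluorescence; Read-out: Agonist-evoked peak-minus-minimum fluorescence over baseline, integrated ratio, B score.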
TRPC6 inh: mouse TRPC6 channel inhibition; HEK293-TRPC6, membrane potential dye, ACh-evoked depolarization; stronger effect = lower value; 1.1% of 310,000 active; B-score at 10 µM; Q61143; AID 2553;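 active = B-score under library mean minus 3 SD, initial fluorescence not abnormally high, positive integrated signal ratio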;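 note: B-score derived from integrated fluorescence ratio over the kinetic read; more negative B-score means stronger inhibition of depolarization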
Target sequence (Q61143 whole entry, looked up): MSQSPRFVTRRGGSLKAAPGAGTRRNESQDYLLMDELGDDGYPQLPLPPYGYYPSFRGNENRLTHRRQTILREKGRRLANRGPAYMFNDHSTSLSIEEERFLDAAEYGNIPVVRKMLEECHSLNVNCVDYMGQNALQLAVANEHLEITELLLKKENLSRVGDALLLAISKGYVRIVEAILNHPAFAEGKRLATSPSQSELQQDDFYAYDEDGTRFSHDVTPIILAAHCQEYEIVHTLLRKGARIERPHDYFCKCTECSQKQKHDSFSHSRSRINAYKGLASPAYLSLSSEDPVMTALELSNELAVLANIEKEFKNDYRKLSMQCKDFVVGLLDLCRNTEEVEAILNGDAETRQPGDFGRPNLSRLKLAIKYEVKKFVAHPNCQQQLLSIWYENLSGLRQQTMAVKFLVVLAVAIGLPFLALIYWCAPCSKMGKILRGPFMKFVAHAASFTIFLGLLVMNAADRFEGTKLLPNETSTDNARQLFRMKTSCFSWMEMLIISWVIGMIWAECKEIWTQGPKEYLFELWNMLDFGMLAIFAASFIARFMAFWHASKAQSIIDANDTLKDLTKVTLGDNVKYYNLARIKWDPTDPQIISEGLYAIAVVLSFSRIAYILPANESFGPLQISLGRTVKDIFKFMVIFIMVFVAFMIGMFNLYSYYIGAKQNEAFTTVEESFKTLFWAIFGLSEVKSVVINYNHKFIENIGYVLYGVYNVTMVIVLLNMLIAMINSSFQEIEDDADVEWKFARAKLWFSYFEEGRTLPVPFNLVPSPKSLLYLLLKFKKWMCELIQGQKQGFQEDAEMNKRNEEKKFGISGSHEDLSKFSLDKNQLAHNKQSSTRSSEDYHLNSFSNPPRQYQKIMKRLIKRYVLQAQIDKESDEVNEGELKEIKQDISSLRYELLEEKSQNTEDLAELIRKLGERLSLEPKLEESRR
RGS4 inh: inhibitors of human RGS4. P49798. HEK293 M3R/RGS4 inducible, Fluo-4 calcium flux; stronger effect = higher value; triggered by carbachol at its EC20. B-score at 10 µM. 0.45% of 310,000 active;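 active = B-score, a plate-corrected calcium signal, over three deviations above library mean, with baseline fluorescence within five deviations of library mean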;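 note: RGS4 expression induced by doxycycline in cells with stable M3 receptor; B-score is computed from the integrated fluorescence ratio over baseline after carbachol; higher B-score means a larger calcium signal and so more RGS4 inhibition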
Target sequence (P49798 whole entry, looked up): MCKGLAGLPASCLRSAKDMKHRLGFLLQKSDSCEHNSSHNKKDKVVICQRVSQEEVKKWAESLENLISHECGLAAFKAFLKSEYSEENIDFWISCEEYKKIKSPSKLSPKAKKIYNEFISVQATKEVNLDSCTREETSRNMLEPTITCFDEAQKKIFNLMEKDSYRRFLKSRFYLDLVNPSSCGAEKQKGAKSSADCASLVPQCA
TRPC6 act: activates the mouse TRPC6 cation channel; B-score at 10 µM; AID 2550; HEK293-TRPC6 membrane potential dye fluorescence; stronger effect = higher value; 0.13% of 310,000 active; Q61143;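 active = B-score of the integrated fluorescence ratio above library mean plus 3 SD, and starting fluorescence ratio within library mean plus 5 SD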;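 note: higher score means more depolarization so channel activation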
MrgX1 PAM: human MrgX1 positive allosteric modulation, primary screen; B-score at 10 µM; 0.63% of 310,000 active; MrgX1-HEK293, Fluo-4 calcium flux, FDSS; stronger effect = higher value; Q96LB2;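 active = plate-corrected calcium response at least 3 library SD above typical, normal starting fluorescence, not activating the receptor alone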;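 note: compound read alongside a low EC10 to EC30 dose of BAM8-22 agonist; peak minus trough fluorescence over baseline measured at the second addition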
SKKanGAS inh: SKKanGAS growth inhibition. S. pyogenes SKKanGAS, kanamycin growth, BacTiter-Glo, 6 h. inhibition, % at 7.5 µM. 1.3% of 300,000 active. AID 1662;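 active = mean replicate score, as percent of positive control median, at least 50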;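 note: strain carries kanamycin resistance gene driven by streptokinase promoter and grows in 40 µg/ml kanamycin; loss of luminescence reflects streptokinase promoter inhibition or plain growth inhibition; 0% = median of DMSO wells and 100% = positive control at its reference dose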
TRPC4 block: TRPC4 (mouse) channel inhibition; Q9QUQ5; HEK293 TRPC4beta/mu-opioid, DAMGO-evoked Fluo4 calcium flux; stronger effect = lower value; B-score at 10 µM; 0.39% of 300,000 active; AID 2247;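 active = B-score over 3 SD under the library average, no early fluorescence shift, positive overall ratio signal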
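Assay system: HEK293 cells with stable TRPC4beta plus mu-opioid receptor expression; Probe or stimulus: DAMGO in two steps, submaximal then maximal; Dosing: single-point compound dosing; Measured by: Fluo4 calcium-dye fluorescence, kinetic read; Read-out basis: B score from integrated Fluo4 fluorescence ratio.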
MrgX1 agonist: activates human MrgX1 receptor signaling | B-score at 10 µM | MrgX1-HEK293 cells, Fluo-4 calcium fluorescence, agonist mode; stronger effect = higher value | 0.44% of 310,000 active | AID 588627 | Q96LB2;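 active = calcium response B-score plate-corrected fluorescence ratio at least 3 library SD, with starting fluorescence B-score inside 5 SD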
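Material: HEK293 cells stably expressing human MrgX1 receptor | Quantity: 15,000 cells per well | Times: Cells plated overnight, dye loaded 0.5 h 37 °C, 0.5 h room temperature | Measured by: Kinetic Fluo-4 NW fluorescence of intracellular calcium | Control set: Positive and negative controls per plate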
HIF act: HIF pathway transcriptional activation; 0.32% of 300,000 active; U2OS HRE-luciferase reporter, luminescence; normalized: DMSO 0%, desferrioxamine 100%; activation, % at 7.5 µM (by protocol);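 active = mean activation of at least 10% of the iron chelator positive control signal, with at least half of replicates also reaching 10%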
Numbers without * were called inactive; i = inactive; / = not tested or not shown.

SMILES	Platelet DG rel	MrgX1 antagonist	RGS4 act	TRPC6 inh	RGS4 inh	TRPC6 act	MrgX1 PAM	SKKanGAS inh	TRPC4 block	MrgX1 agonist	HIF act
CCOC(=O)[C@@H]1[C@H]2COc3cc(OC)ccc3[C@H]2N2C(=O)N(c3ccc(C(F)(F)F)cc3)C(=O)[C@@]12C	2.3	i	i	i	i	i	i	14.0	i	i	-0.9
CC(C)CC(=O)N1CCN(c2ccc([N+](=O)[O-])cc2Cl)CC1	-0.1	i	i	i	i	i	i	-0.8	i	i	-0.2
O=C(NCc1cccs1)Nc1ccc(Cl)cc1	4.1	i	i	i	i	i	i	8.9	i	i	1.9
Fc1ccc(NC(=S)N/N=C/c2ccc(F)c(F)c2)c(F)c1	-1.3	i	i	i	i	i	i	-3.9	i	i	3.1
Cn1cc(CN2CCN(c3ccc(Cl)cn3)CC2)c(-c2ccccc2F)n1	6.5	i	i	i	i	i	i	-5.7	i	i	0.4
O=C(Cn1nnc(-c2ccc(OCc3ccccc3F)cc2)n1)N1CCOCC1	-2.2	i	i	i	i	i	i	-1.1	i	i	3.6
Cc1nc2ccc(S(=O)(=O)NCC(=O)N3CCN(c4ccccc4)CC3)cc2s1	10.2	i	i	i	i	i	i	-2.8	/	i	0.0
NC(=O)c1ccc(NC(=O)c2ccc3c(c2)CCN3S(=O)(=O)c2ccccc2)cc1	4.0	i	i	i	i	i	i	13.2	i	i	4.3
CC(=O)N1CCc2cc(S(=O)(=O)NCCCN3CCN(Cc4ccccc4)CC3)ccc21	-5.7	i	i	i	i	i	i	2.3	i	i	-0.2
COc1ccc(-c2csc(-c3ccc(C(=O)O)cc3)n2)cc1	3.0	i	i	i	i	i	i	4.9	i	i	1.0
O=C(Nc1nccs1)c1cc(-c2ccccn2)nc2c(Cl)cccc12	2.7	i	i	i	i	i	i	-9.2	i	i	-3.7
CCC(c1nnc(SCCNCCO)n1CCN1CCOCC1)N(C)C (configuration not stated)	9.5	i	i	i	i	i	i	-12.1	i	i	0.1
Cc1cc(=O)oc2cc(Oc3ccc([N+](=O)[O-])cc3[N+](=O)[O-])ccc12	-0.7	i	i	i	i	i	i	-1.0	i	i	1.2
COc1ccccc1OCCC(=O)OCC(=O)Nc1cc(S(=O)(=O)N2CCOCC2)ccc1Cl	-19.6	i	i	i	i	i	i	-4.5	i	i	-0.6
O=C(COC(=O)CCC1CCCC1)Nc1ccc(Cl)cc1F	-8.5	i	i	i	i	i	i	3.0	i	i	0.1
Cc1sc2nc(C(C)C)nc(SCC(=O)N3CCOCC3)c2c1C	-2.0	i	i	i	i	i	i	11.3	i	i	0.0
Cc1ccc(SC(=O)c2c(C)noc2-c2cc(C)on2)cc1	-1.6	i	i	i	i	i	i	6.4	i	i	-0.3
Cc1nc2nc(-c3ccccc3)nn2c(C)c1Cl	-0.7	i	i	i	i	i	i	-14.6	i	i	1.5
CCN(Cc1ccccc1)Cc1ccc(OCc2ccccc2)cc1	1.0	i	-8.35*	i	i	i	i	4.7	i	i	-14.6
O=C1CCC(C(=O)NCc2ccccc2)N1 (configuration not stated)	0.6	i	i	i	i	i	i	-19.0	i	i	0.7
Cc1cc(Cl)nc2c(C(C)C)cccc12	-5.0	i	i	i	i	i	i	-6.5	i	i	0.3
COc1ccccc1-c1nc(C#N)c(N2CCN(c3ccccc3)CC2)o1	5.6	i	i	i	i	i	i	19.7	i	i	-1.5
N#Cc1c(Cl)nc(N/N=C/c2ccccc2)c(Cl)c1Cl	6.9	i	i	i	i	i	i	15.6	i	i	0.2
CCC(=Cc1ccc(CC)cn1)CC	-5.7	i	i	i	i	i	i	11.0	i	i	-1.1
CCn1c(SCc2cccc(C(=O)O)c2)nnc1-c1ccc(Cl)cc1	-4.9	i	i	i	i	i	i	3.6	i	i	-0.1
Cc1nnc(NC(=O)c2ccc(S(=O)(=O)N3CC(C)CC(C)C3)cc2)o1 (configuration not stated)	-1.5	i	i	i	i	i	i	53.8*	i	i	-0.4
COc1ccc(NC(=O)c2ccc(S(=O)(=O)N3CCOCC3)cc2)c(OC)c1	-2.5	i	i	i	i	i	i	2.6	i	i	0.0
COc1cc(NS(=O)(=O)c2csc(C(N)=O)c2)cc(OC)c1	-4.4	i	i	i	i	i	i	1.9	i	i	1.1
CC1CC(C)CN(S(=O)(=O)N2CCCC(C(=O)NCc3ccccc3Cl)C2)C1 (configuration not stated)	2.9	i	i	i	i	i	i	-0.9	i	i	-0.4
CC(C)OC(=O)CCCN1C(=O)c2ccc(N)cc2C1=O	4.8	i	i	i	i	i	i	0.6	i	i	0.1
O=C(O)c1ccccc1-c1ccccc1C(=O)NNc1ccc([N+](=O)[O-])cc1	10.9	i	i	i	i	i	i	2.3	i	i	-0.5
COc1cc(C(=O)OCc2ccc(C)cc2)cc(NC(=O)c2cccs2)c1OC	-0.4	i	i	i	i	i	i	-18.6	i	i	0.6
Cn1c(=O)c2c(nc(Cc3ccccc3)n2C)n(C)c1=O	-10.6	i	i	i	i	i	i	-3.7	i	i	-3.9
COc1cccc(C2C(C(N)=O)=C(C)Nc3nc(CCCO)nn32)c1OC (configuration not stated)	4.5	i	i	i	i	i	i	-0.5	i	i	-0.2
CCOc1cc(NS(C)(=O)=O)c(OCC)cc1NC(=O)c1cccs1	-2.2	i	i	i	i	i	i	-3.7	i	i	-0.7
O=C(CCNC(=O)Cn1ccc2ccccc2c1=O)NCc1ccc(F)cc1Cl	9.2	i	i	i	i	i	i	0.3	i	i	-0.1
Fc1ccc(-c2cc(-c3cccs3)cc(-c3ccccc3)n2)cc1	-4.5	i	i	i	i	i	i	-0.6	i	i	-0.5
O=C(Cn1ccc2ccccc2c1=O)NCC(=O)N1CCCCC1	-3.0	i	i	i	i	i	i	0.3	i	i	-0.1
CCOc1ccc(S(=O)(=O)N2CCN(C(=O)c3ccc(-n4cncn4)c([N+](=O)[O-])c3)CC2)cc1	6.4	i	i	i	i	i	i	6.4	i	i	0.1
O=C(CSc1nnc(-c2ccc(Cl)cc2)n1CC1CCCO1)NC1CCS(=O)(=O)C1 (configuration not stated)	-14.8	i	i	i	i	i	i	-11.3	i	i	-55.7
Clc1ccc(CN2CCN(c3ncccn3)CC2)cc1Cl	15.0	i	i	i	i	i	i	7.5	i	i	-2.2
COC(=O)/C=C(\C)NC(=O)c1cccs1	3.8	i	i	i	i	i	i	-7.4	i	i	-0.4
CCOC(=O)c1[nH]c(C)c(C(=O)N2CCN(c3cccc(Cl)c3)CC2)c1C	9.0	i	i	i	i	i	i	-9.4	i	i	0.0
CC(C)C(=O)Nc1sc2c(c1-c1nc3ccccc3[nH]1)CCCC2	-5.6	i	i	i	i	i	i	-3.3	i	i	0.3
CCOc1ccc2oc(C(=O)N3CCN(c4ccccc4OCC)CC3)c(C)c2c1	-7.1	i	-10.3*	i	i	i	i	25.9	i	i	1.4
Cc1cc(C)nc(N2CCCC(C(=O)NC3CCCC3)C2)n1 (configuration not stated)	-9.3	i	i	i	i	i	i	-7.3	i	i	0.1
O=C(O)CC(NC(=O)COc1ccccc1)c1cccc([N+](=O)[O-])c1 (configuration not stated)	-3.0	i	i	i	i	i	i	2.8	i	i	0.1
CCC(C)[C@H]1COCCS(=O)(=O)N1Cc1ccc(C)cc1 (some centres not stated)	1.1	i	i	i	i	i	i	-0.9	i	i	-1.1
COCCN(C(=O)COC(=O)c1ccc(Cl)s1)c1c(N)n(Cc2ccccc2)c(=O)[nH]c1=O	3.2	i	i	i	i	i	i	-7.3	i	i	0.3
COCCNC(=O)/C(C#N)=C/c1c(F)cccc1Cl	2.8	i	i	i	i	i	i	-5.1	i	i	0.4
Cn1c(=O)[nH]c(=O)c2c1nc(CN1CCN(c3ccccc3F)CC1)n2CC(N)=O	-10.3	i	i	i	i	i	i	0.2	i	i	0.2
COC(=O)c1sccc1-n1cccc1C(=O)C(=O)N1CC(C)OC(C)C1 (configuration not stated)	-21.4	i	i	i	i	i	i	-0.4	i	i	-0.5
O=C(Cn1cccc1C(=O)c1ccccc1)NCc1ccco1	-26.2	i	i	i	i	i	i	-4.8	i	i	-0.2
O=C(N/N=C/c1cccn1-c1ccc([N+](=O)[O-])cc1)c1cccnc1	-5.7	i	i	i	i	i	i	-0.1	i	i	-0.7
O=S(=O)(Nc1ccc2c(c1)OCCO2)c1c(F)cccc1F	19.2	i	i	i	i	i	i	1.9	i	i	-0.4
COc1ccc(S(=O)CC(=O)Nc2ccc(Cl)cc2Cl)cc1 (configuration not stated)	-0.9	i	i	i	i	i	i	-5.9	i	i	-0.1
O=C1C=C(c2cccc(O)c2)CCC1	-4.5	i	i	i	i	i	i	-4.9	i	i	0.3
CC(C(=O)Nc1ccccc1)C(=O)Nc1ccccc1	-4.9	i	i	i	i	i	i	-2.1	i	i	-45.9
CC(C)(C)c1ccc(C(=O)N2CCCCCC2=O)cc1	/	i	i	i	i	i	i	2.8	i	i	-1.6
O=C(NCc1ccccc1Cl)c1ccccc1CCc1ccccc1	0.4	i	i	i	i	i	i	16.7	i	i	-0.1
(continued)
SMILES	Platelet DG rel	MrgX1 antagonist	RGS4 act	TRPC6 inh	RGS4 inh	TRPC6 act	MrgX1 PAM	SKKanGAS inh	TRPC4 block	MrgX1 agonist	HIF act
CC1CC(=O)N(c2ccc(C(C)C)cc2)C(=O)C1	11.1	i	i	i	i	i	i	0.8	i	i	-19.2
Cc1c(NC(=O)/C(C#N)=C/C2CC=CCC2)c(=O)n(-c2ccccc2)n1C (configuration not stated)	-1.9	i	i	i	i	i	i	4.8	i	i	-0.9
COc1c(/C=N/NC(=O)[C@H]2C[C@@H]2c2ccccc2)c(CCN(C)C(C)=O)cc2c1OCO2	9.2	i	i	i	i	i	i	1.0	i	i	-0.1
CCCCCOc1ccc(C(=O)N(Cc2ccco2)C2CCS(=O)(=O)C2)cc1 (configuration not stated)	10.5	i	i	i	i	i	i	-14.4	i	i	-0.2
COc1ccc(CNC(=O)COC(=O)C2CCN(S(=O)(=O)c3ccccc3C(F)(F)F)CC2)cc1	9.5	i	i	i	i	i	i	-6.8	i	i	-0.9
O=C(CSc1nnc(-c2ccc(Cl)cc2)n1Cc1ccco1)NCc1ccc2c(c1)OCO2	-1.0	i	i	i	i	i	i	-3.1	i	i	0.0
COc1ccccc1-c1nc2c(c(SCC(=O)N3CCCCC3)n1)Cc1c(CO)cnc(C)c1O2	16.7	i	-8.1*	i	i	i	i	-2.6	i	i	-0.4
